Screens as filed in PubChem.
GALR2 antag – GALR2 (human) receptor antagonism | O43603 | GALR2-expressing cells, antagonist mode | inhibition, % at 4 µM | 0.39% of 140,000 active | AID 828; in the data active = inhibition above about 27%;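 also: cells stimulated with galanin 1-16 at roughly its EC80; 0% = agonist challenge control and 100% = basal control without agonist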
Target sequence (O43603 whole entry, looked up): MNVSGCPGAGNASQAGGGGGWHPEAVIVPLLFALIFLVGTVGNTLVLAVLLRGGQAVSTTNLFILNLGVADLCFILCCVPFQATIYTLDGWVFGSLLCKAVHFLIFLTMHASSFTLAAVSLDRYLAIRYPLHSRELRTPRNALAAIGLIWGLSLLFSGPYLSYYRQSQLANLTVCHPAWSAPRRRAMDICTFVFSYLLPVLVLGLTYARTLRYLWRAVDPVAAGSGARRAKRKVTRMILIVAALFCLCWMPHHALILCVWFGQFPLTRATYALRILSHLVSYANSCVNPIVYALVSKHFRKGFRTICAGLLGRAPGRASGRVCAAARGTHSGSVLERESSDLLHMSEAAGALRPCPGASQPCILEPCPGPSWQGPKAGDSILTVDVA
NPY-Y2 antag – blocks the human neuropeptide Y Y2 receptor | 0.99% of 140,000 active | AID 793 | NPY-Y2 expressing cells, antagonist mode | inhibition, % at 2.7 µM | P49146; in the data active = inhibition above about 17%;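 also: 0% = vehicle with agonist challenge and 100% = reference antagonist with challenge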
Target sequence (P49146 whole entry, looked up): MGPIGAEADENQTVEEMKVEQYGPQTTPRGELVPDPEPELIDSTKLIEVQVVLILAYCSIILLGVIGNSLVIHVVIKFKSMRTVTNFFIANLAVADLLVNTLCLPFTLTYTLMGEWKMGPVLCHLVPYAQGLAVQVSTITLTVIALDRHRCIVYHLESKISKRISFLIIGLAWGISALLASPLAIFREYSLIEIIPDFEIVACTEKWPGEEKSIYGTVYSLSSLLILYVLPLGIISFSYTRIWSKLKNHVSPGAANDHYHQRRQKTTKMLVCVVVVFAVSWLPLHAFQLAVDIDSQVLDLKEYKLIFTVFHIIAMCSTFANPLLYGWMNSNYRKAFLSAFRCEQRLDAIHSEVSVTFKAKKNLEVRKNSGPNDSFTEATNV
MRP-1 activ – activates MRP-1. 0.61% of 140,000 active. H69AR cells + doxorubicin, viability rescue, CellTiter-Glo. viability increase, % at 10 µM;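 active = viability gain under doxorubicin at or above a set limit, the compound median plus 3 SD, cut at about 4.7% in these data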;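 also: MRP-1 overexpressing cells given doxorubicin 25 µM after compound pretreatment; 18-22 h compound pretreatment then 72 h with doxorubicin before readout; 0% = doxorubicin-only wells and 100% = vehicle-treated cells without doxorubicin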
HCT116 PTEN-null – PTEN-deleted cell growth suppression | 1.2% of 140,000 active | viability, % at 10 µM | HCT116 PTEN-null viability, CellTiter-Glo, 60 h; active compounds read low | AID 827;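 active = viability at or below a set limit, 4 SD under the median of all tested compounds, cut at about 3.7% in these data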;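 also: PTEN knockout HCT116 line with beta catenin targeted HCT116 as companion control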
Yeast life ext – yeast lifespan extension; inhibition of the nicotinamide effect, % at 10 µM; S. cerevisiae growth with nicotinamide, OD615; deaD strain in restrictive glucose medium; 0.68% of 130,000 active;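 active = inhibition above a set limit, placed 3 SD over the median of all compounds, cut at about 26% in these data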;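 also: 0% = nicotinamide-treated wells and 100% = cells grown without nicotinamide; some compounds called inactive have numbers as strong as hits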
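System: Modified budding yeast, DeaD strain | Buffer or medium: Restrictive glucose medium | Also added: 1.5 mM nicotinamide | Doses: 10 µM single point, 0.25% DMSO | Schedule: 48 h compound exposure at 30 °C, humidified | Detection: Absorbance at 615 nm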
Measles CPE – protection of cells from measles virus | protection (pct of control), % at 4 µM | 1.5% of 140,000 active | Measles virus-infected cells, CPE protection, absorbance; in the data active = protection mostly above about 24%, no sharp cut-off; inactive = mostly below about 26%; also: some compounds called inactive have numbers as strong as hits
E-sel TNF inh – blocks E-selectin expression induced by TNF alpha; inhibition, % at 2 µM; HUVEC TNFa-induced E-selectin immunofluorescence, high content; 0.71% of 120,000 active;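 active = inhibition above the batch mean plus 3 SD, and confirmed as a hit on visual image review, cut at about 43% in these data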;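 also: 0% = TNF-stimulated DMSO wells and 100% = unstimulated control wells; not every result past the cut was called active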
BB579 growth dn – yeast BB579 growth reduction in restrictive medium; AID 804; 0.51% of 140,000 active; inhibition, % at 10 µM; S. cerevisiae BB579 growth, OD615, 48 h;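 active = inhibition above a set limit, 3 SD over the mean compound inhibition, cut at about 44% in these data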; also: inactives centre near -24
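Detection: OD615 turbidity measurement; Material: Saccharomyces cerevisiae DeaD strain BB579, replicative lifespan model yeast; Timing: 48 h exposure, 30 °C; Doses: single 10 µM dose; Medium: CSMM-D restrictive synthetic medium containing dextrose (glucose); Controls: amphotericin B at 10 µg/mL as positive control.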
bCat KO growth – beta-catenin-lacking colon tumor cell growth suppression. HCT116 beta-catenin knockout viability, CellTiter-Glo, 60 h; active compounds read low. viability, % at 10 µM. 1.5% of 140,000 active;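 active = viability at or under a set limit, the compound median less 4 SD, cut at about 6% in these data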;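 also: 0% = Hyamine 1622 control at 20 µM and 100% = untreated cell control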
Phagocytosis inh – inhibitors of macrophage phagocytosis | 0.07% of 110,000 active | inhibition, % at 5 µM | J774A.1 macrophage IgG-bead phagocytosis, imaging | AID 1029;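 active = inhibition above the mean of the plate negative controls plus 5 SD, cut at about 13% in these data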;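 also: phagocytic index as fraction of beads internalized from green versus red external bead signal; plate controls were DMSO negative control for no effect and cytochalasin-D positive control for full effect; some results beyond the cut were filed as inactive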
Starred values were filed as active, the others as inactive; x = no result given.

No.	SMILES	Phagocytosis inh	E-sel TNF inh	NPY-Y2 antag	Yeast life ext	BB579 growth dn	MRP-1 activ	GALR2 antag	bCat KO growth	Measles CPE	HCT116 PTEN-null
1	Cc1ccc(S(=O)(=O)N(C)CC(=O)O/N=C(\N)c2ccccn2)cc1	-1	37	2	1	-20	-1.9	4	99	7	95
2	CC(=O)N1N=C(c2ccc(C)o2)CC1c1ccc(F)cc1 (centres undefined)	x	x	-2	2	-15	-1.2	-4	94	17	89
3	O=c1c2c(nc3n1CCCCC3)-c1ccccc1CC21CCCCC1	x	20	3	x	-38	-3.0	-5	84	12	88
4	C=CCN1C(=O)/C(=C\C=C2\N(C)c3ccccc3C2(C)C)SC1=S	2	-8	4	-1	-38	3.0	-5	71	5	68
5	CS(=O)(=O)CCC(C(=O)OCc1ccc(Br)cc1)N1C(=O)c2ccccc2C1=O (centres undefined)	-5	x	10	2	-22	3.7	10	96	1	105
6	CCn1c(SCC(=O)OC2CCCCC2)nc2ccccc2c1=O	0	-1	9	-5	-14	-1.2	-2	60	3	58
7	CCOc1ccccc1NC(=O)N1CCC(c2nc3ccccc3[nH]2)CC1	-2	-3	1	1	-44	-1.4	0	95	34	88
8	COc1cc(CN2CC(C)CC(C)C2)cc([N+](=O)[O-])c1O (centres undefined)	-5	x	1	-1	1	-1.3	1	105	27	103
9	Cc1ccc(S(=O)(=O)N2CCC(C(=O)Nc3ccc4c(c3)COC4=O)CC2)cc1	2	-4	0	-8	-6	-0.4	-10	88	15	85
10	CCn1c(SCC(=O)N2CCc3ccccc32)nnc1-c1ccncc1	0	-18	4	-9	-27	-0.3	-6	108	10	103
11	Cc1cc(Oc2ccc(=O)n(C)n2)nc(Oc2ccc(=O)n(C)n2)n1	-3	-27	2	-7	-23	-1.4	9	105	6	100
12	COc1ccc(/C=C2\CN(Cc3ccccc3)C/C(=C\c3ccc(OC)cc3OC)C2=O)c(OC)c1	-4	1	3	-28	-45	-5.4	25	4.8*	4	2.7*
13	Cc1nn2c(-c3ccc(Cl)cc3Cl)nnc2s1	3	6	1	-12	-28	-0.9	-17	98	15	94
14	CC(C)c1nnc(SCC(=O)N2CCc3ccccc32)n1C	x	-8	2	x	-42	-2.9	2	100	29*	96
15	Cc1ccccc1OCCC(=O)Nc1c(C)n(C)n(-c2ccccc2)c1=O	x	0	7	-8	-25	-0.6	3	88	21	91
16	CC(Cc1ccccc1)C(=O)N(C)Cc1cccnc1 (centres undefined)	x	x	1	2	-24	-1.8	0	90	4	102
17	c1cncc(-c2nc(N3CCOCC3)c3ccccc3n2)c1	x	38	5	-3	-36	-1.9	-14	84	5	84
18	CN(C)c1nn(C(=O)Nc2ccc(Cl)cc2Cl)cc1-c1ccccc1	0	5	6	-33	-12	-3.6	-21	98	7	101
19	COc1cc(NC(=O)CSc2nc3cc(C)ccc3cc2C)c(C(=O)O)cc1OC	-6	-29	3	1	-43	-0.1	-6	87	9	94
20	CC(C)(C)NC(=O)CN(C(=O)CNC(=O)c1cccs1)c1ccc2c(c1)OCCO2	0	-39	-1	-12	-73	-0.8	8	96	8	102
21	O=C(c1cccs1)N1CCCC(c2nc(-c3ccc(F)cc3)no2)C1 (centres undefined)	-3	x	2	-15	-28	-3.4	20	82	5	92
22	CCOC(=O)C1CCCCN1C(=O)CCc1c(C)nc2ncnn2c1C (centres undefined)	x	4	3	-3	23	-1.5	1	90	19	96
23	COC(=O)c1ccccc1NC(=O)c1ccc(COc2ccccc2)o1	-2	-22	6	-13	-29	0.4	-2	80	15	78
24	Cc1cccc(NC(=O)CSc2nc(C)nc3c2c(=O)n(C)c(=O)n3C)c1	0	x	3	-5	-43	-2.2	-3	100	20	105
25	CC(C)C(C)(C#N)NC(=O)CSc1nnc(-c2ccccc2)o1 (centres undefined)	-2	10	-2	11	-45	-0.1	-2	99	30	106
26	Cc1c(N=C2SCC(=O)N2/N=C/c2ccccc2)c(=O)n(-c2ccccc2)n1C	-5	x	-3	1	-12	-0.7	3	86	7	92
27	OC(CN1C2=NCCN2c2ccccc21)c1ccc(Br)cc1 (centres undefined)	0	-58	5	-13	19	-4.2	12	70	2	73
28	COc1ccc(-c2cc(C(F)(F)F)nc(N3CCN(c4ccc(F)cc4)CC3)n2)cc1OC	1	11	-1	-4	-15	-0.5	-13	99	15	102
29	CC(C)(C)NC(=O)CCN(/N=C/c1ccc([N+](=O)[O-])o1)C1=NS(=O)(=O)c2ccccc21	-3	4	-2	1	-21	-2.7	3	60	27	60
30	CCn1cc(S(=O)(=O)CC(=O)Nc2ccc(OC)cc2)c2ccccc21	0	-2	5	-1	-6	-2.4	4	89	17	85

3 entries out of the list above, arranged by the value under NPY-Y2 antag, high to low.
No.	Molecule	NPY-Y2 antag
15	Cc1ccccc1OCCC(=O)Nc1c(C)n(C)n(-c2ccccc2)c1=O	7
23	COC(=O)c1ccccc1NC(=O)c1ccc(COc2ccccc2)o1	6
8	COc1cc(CN2CC(C)CC(C)C2)cc([N+](=O)[O-])c1O (centres undefined)	1

The results go on:
No.	SMILES	Phagocytosis inh	E-sel TNF inh	NPY-Y2 antag	Yeast life ext	BB579 growth dn	MRP-1 activ	GALR2 antag	bCat KO growth	Measles CPE	HCT116 PTEN-null
31	C=CCN1C(=O)C2C(C(=O)NCc3ccccc3)C3C=CC2(O3)C1C(=O)NC(C)(C)C (centres undefined)	-2	16	0	-20	-40	1.3	4	96	7	103
32	CS(=O)(=O)N1CCCC(C(=O)NCc2ccccc2Cl)C1 (centres undefined)	5	17	3	3	-41	-0.6	-24	110	42*	111
33	COc1ccc(OC)c(C(C(=O)NCc2ccco2)N(C(=O)Cn2nnc3ccccc32)C(C)C)c1 (centres undefined)	3	-11	5	-12	-51	-3.8	0	93	22	79
34	C(=N\n1cnnc1)/c1cccs1	0	5	2	0	-39	0.0	-1	103	10	97
35	S=C(NCCN1CCOCC1)Nc1ccccc1Cl	1	x	1	2	-1	-2.9	-5	76	6	78
36	CCCN(CC1CC1)c1nc(N)c(C#N)c(CC#N)c1C#N	-2	x	1	-7	5	-3.1	-8	80	3	81
37	O=C(Nc1nc2ccccc2s1)C1CC(=O)N(c2ccccc2)C1 (centres undefined)	2	17	12	-22	-28	-4.0	4	77	6	77
38	CC(C)CNC(=O)CCCc1ccccc1	1	x	5	2	-16	-2.1	-12	90	3	94
39	Cn1cccc1CC(=O)N/N=C/C=C/c1ccccc1	-4	2	4	-3	-30	-0.8	2	99	8	99
40	COc1ccc2[nH]c(=O)c(CNc3cccc(C)c3)cc2c1	-6	-9	4	2	-13	-4.7	19	91	3	64
41	Clc1ccccc1-c1nc2nc3ccccc3nc2n1-c1ccc2c(c1)OCO2	3	x	8	15	-35	-3.1	-10	74	16	78
42	CSCCC(C(=O)O)N1C(=O)c2ccc(C(=O)O)cc2C1=O (centres undefined)	0	-23	-1	-4	-13	-0.3	-3	91	11	93
43	COc1cccc(NC(=O)Cc2cccs2)c1	-4	x	2	-12	-24	-0.1	2	80	4	87
44	O=C(Nc1cccc(NC(=O)C2CC3CCCC(C2)C3=O)n1)C1CC2CCCC(C1)C2=O (centres undefined)	-1	9	3	-10	2	-0.1	-38	94	4	86
45	COc1ccc(C2(C)NC(=O)N(Cc3cc(Cl)cc4c3OCOC4)C2=O)cc1OC (centres undefined)	x	x	1	-8	-63	-1.5	-18	103	23	96
46	COc1cc(NC(=O)C/C(C)=N/NC(=O)Cc2ccccc2)c(OC)cc1Cl	-5	x	1	-3	-2	-2.5	-7	94	19	91
47	COC(=O)C1=COC(C)C2CN3CCc4c([nH]c5ccccc45)C3CC12 (centres undefined)	-3	x	1	2	-13	-4.3	9	78	7	68
48	Cc1ccc(S(=O)(=O)N2CCOCC2)cc1NC(=O)COC(=O)CNC(=O)c1ccc(Oc2ccccc2)cc1	4	8	0	-5	-30	-1.0	11	92	3	98
49	COC(=O)c1ccc(CN(Cc2ccc(C(=O)OC)o2)C(C)(C)C)o1	x	11	1	-9	-5	-1.2	-3	89	7	97
50	Cn1c(C(=O)N2CCN(c3cccc(C(F)(F)F)c3)CC2)cc2sccc21	-2	-28	9	-5	-49	-1.1	1	86	3	79
51	O=C(c1cccs1)c1no[n+]([O-])c1C(=O)c1cccs1	1	2	6	6	-69	-1.9	-2	88	1	103
52	Cc1cccc(C2Nc3ccccc3C(=O)N2c2ccccc2)n1 (centres undefined)	4	x	1	-6	20	-2.1	8	81	16	94
53	Cc1cc(C)c2[nH]c(=O)c(C(c3nnnn3Cc3ccc4c(c3)OCO4)N3CCCC3)cc2c1 (centres undefined)	0	x	7	12	-61	-1.1	-9	82	6	89
54	COc1ccc(OC)c(NC(=O)C2CC(=O)N(c3ccc(Br)cc3)C2)c1 (centres undefined)	0	-13	5	-1	-19	-0.5	4	94	12	91
55	CCn1c(COc2ccccc2C(N)=O)nc2ccccc21	x	-22	2	-1	-39	-3.1	-5	89	10	90
56	Cc1cc(C)n2nc(-c3sccc3-n3cccc3)cc2n1	x	-14	5	-13	-52	-0.7	-4	90	3	88
